Source: PubChem (Sanford-Burnham Center for Chemical Genomics)
UBC13 polyUb: inhibitors of human UBC13 polyubiquitin chain formation. P61088. TR-FRET. inhibition, % at 20 µM. 330,000 compounds, 0.47% hits. AID 485273; in the data active = inhibition above about 45%, passing the limit was not always enough
SENP8 inh: SENP8 protease inhibition; Q96LD8; purified SENP8, Z-RLRGG-aminoluciferin cleavage, luminescence; inhibition, % at 10 µM; 330,000 compounds, 1.2% hits; AID 2540
Apaf-1 inh: human Apaf-1 inhibition; O14727; reconstituted apoptosome caspase-3 activity, DEVD-Rh110 fluorescence; inhibition, % at 20 µM; 330,000 compounds, 0.71% hits; AID 489030; active = inhibition of at least 40% at 20 µM;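 note: plate controls were DMSO wells for no effect and DEVD-CHO caspase inhibitor wells for full effect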
Target sequence (O14727 whole entry, looked up): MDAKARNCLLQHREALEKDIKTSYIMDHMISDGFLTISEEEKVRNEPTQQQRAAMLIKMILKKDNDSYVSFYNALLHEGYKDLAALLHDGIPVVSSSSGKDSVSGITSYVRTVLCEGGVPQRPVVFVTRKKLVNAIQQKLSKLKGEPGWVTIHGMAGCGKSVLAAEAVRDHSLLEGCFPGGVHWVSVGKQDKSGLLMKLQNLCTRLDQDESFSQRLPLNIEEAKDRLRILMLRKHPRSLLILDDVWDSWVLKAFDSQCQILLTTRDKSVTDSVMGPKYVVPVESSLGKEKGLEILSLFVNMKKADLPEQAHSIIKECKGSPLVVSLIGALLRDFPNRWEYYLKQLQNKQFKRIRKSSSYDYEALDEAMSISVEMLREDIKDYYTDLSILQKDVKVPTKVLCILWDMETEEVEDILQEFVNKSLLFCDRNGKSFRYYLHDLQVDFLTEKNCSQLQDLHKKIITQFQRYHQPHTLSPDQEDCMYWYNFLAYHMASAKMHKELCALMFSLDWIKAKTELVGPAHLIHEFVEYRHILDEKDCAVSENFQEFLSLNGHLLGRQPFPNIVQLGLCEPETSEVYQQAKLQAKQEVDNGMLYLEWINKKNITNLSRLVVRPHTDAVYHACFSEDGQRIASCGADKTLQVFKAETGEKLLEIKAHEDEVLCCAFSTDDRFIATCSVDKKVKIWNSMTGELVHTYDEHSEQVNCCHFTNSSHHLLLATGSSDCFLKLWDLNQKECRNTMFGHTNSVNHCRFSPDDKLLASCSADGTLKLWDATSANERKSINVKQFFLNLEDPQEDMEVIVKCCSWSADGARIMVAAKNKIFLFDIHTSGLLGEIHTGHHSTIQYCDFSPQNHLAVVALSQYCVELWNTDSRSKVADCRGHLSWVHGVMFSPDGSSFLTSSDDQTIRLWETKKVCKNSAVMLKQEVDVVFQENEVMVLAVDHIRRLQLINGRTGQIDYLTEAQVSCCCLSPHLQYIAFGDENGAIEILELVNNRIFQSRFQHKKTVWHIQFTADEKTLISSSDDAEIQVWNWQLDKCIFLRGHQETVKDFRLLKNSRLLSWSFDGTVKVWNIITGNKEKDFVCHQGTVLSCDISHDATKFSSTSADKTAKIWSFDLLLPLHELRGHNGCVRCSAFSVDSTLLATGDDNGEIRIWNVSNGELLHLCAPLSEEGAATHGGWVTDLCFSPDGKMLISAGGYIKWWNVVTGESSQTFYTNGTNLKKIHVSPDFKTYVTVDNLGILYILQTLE
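Material: cell-free apoptosome with Apaf-1, procaspase-3 and caspase-9; Buffer or medium: Hepes pH 7.5 with detergent and BSA; Reagent: cytochrome c trigger plus (Z-DEVD)2-Rh110 caspase-3 substrate; Times: compound with Apaf-1, dATP, procaspase-3 30 min, then 50 min reaction, room temperature; Technique: Rh110 fluorescence intensity.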
HKDC1 inhibitor: blocks human hexokinase HKDC1 activity. Q2TB90. recombinant HKDC1, G6PDH/diaphorase resazurin coupled fluorescence. inhibition, % at 20 µM. 340,000 compounds, 0.16% hits. AID 493160;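 active = inhibition above about 35% when tested at 20 µM, limit read from the data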;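 note: plate controls were DMSO wells with enzyme for no effect and DMSO wells lacking enzyme for full effect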
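Material: recombinant HKDC1 hexokinase; Amount: HKDC1 at 5 µg/mL; Medium: Tris pH 8.0 buffer with MgCl2, Tween-20, BSA, BME; Schedule: 90 min reaction incubation at room temperature, dark; Technique: coupled resazurin fluorescence, excitation 525 nm, emission 613 nm.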
Jurkat NFkB inh: inhibitors of the PMA/ionomycin-induced NF-kB reporter in Jurkat cells; inhibition, % at 4 µM; 330,000 compounds, 0.53% hits; PMA/ionomycin-induced NF-kB luciferase reporter, luminescence
Gli-Sufu block: antagonists of Gli-Sufu signaling; Sufu-KO-LIGHT fibroblasts, Gli luciferase reporter luminescence; inhibition, % at 5 µM; 340,000 compounds, 0.74% hits;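 active = inhibition above about 55%, limit read from the data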;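 note: 0% = DMSO-treated cells and 100% = wells with medium but no cells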
697 NFkB inh: inhibitors of the PMA/ionomycin-induced NF-kB reporter in 697 B cells; inhibition, % at 4 µM; 697 B-cell NF-kB luciferase reporter, 16 h; 330,000 compounds, 0.33% hits; in the data active = inhibition above about 35%
SENP7 block: SENP7 protease inhibition; inhibition, % at 5 µM; Q9BQF6; AID 434973; 330,000 compounds, 1.5% hits; recombinant SENP7, Z-RLRGG-aminoluciferin luminescence, 40 min;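 active = inhibition above about 50% at the single test dose, limit read from the data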;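 note: plate controls were DMSO with enzyme for no effect and no enzyme buffer wells for full effect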
The depositor's hits bear a star; . = not tested or not shown. Cut-off read from the data, not from the text of the source, unless noted: active = inhibition above about 50%; inactive = the rest.

Molecule	UBC13 polyUb	SENP8 inh	Apaf-1 inh	HKDC1 inhibitor	Jurkat NFkB inh	Gli-Sufu block	697 NFkB inh	SENP7 block
COc1cc(C(F)(F)F)ccc1C(=O)NCCc1ccco1	-8	-11	6	0	-77	-37	-75	-3
CCc1c(C)sc(NC(=O)C2CC2c2ccccc2)c1C(N)=O (configuration not stated)	5	3	-4	-3	-78	-4	-488	-3
Cc1nc([N+](=O)[O-])c(N2CCN(Cc3ccccc3)CC2)n1Cc1ccccc1	5	-2	2	2	-10	6	-23	5
COCCNC(=O)c1ccc(N(C)S(=O)(=O)c2ccc(OC)c(OC)c2)cc1	8	-7	-8	6	6	-1	8	-2
O=C(NC1CC1)C1=C[C@H](C2CC2)C[C@H](OCCCCO)O1	-5	-12	-2	-8	12	-1	6	-8
CCOC(=O)N1CCN(c2nc(-c3cccs3)cc(C(F)(F)F)n2)CC1	13	-9	13	0	-50	5	-35	-8
CCOC(=O)c1sc2nc(CSc3ccccc3)[nH]c(=O)c2c1C	-4	-6	0	-1	-7	5	5	11
COc1ccccc1CN1CC(C(=O)NCCc2ncccc2C)CCC1=O (configuration not stated)	2	-4	3	-7	11	-2	18	3
Cc1ccc(C)c(NS(=O)(=O)c2ccc3[nH]c(=O)oc3c2)c1	-2	-3	3	-9	-12	-2	20	5
COc1ccc(CNC(=O)C[C@H]2C[C@H](C(=O)N3CCCCC3)[C@@]3(C)c4[nH]c5ccc(Cl)cc5c4CCN3C2=O)cc1OC	.	.	25	3	.	-18	-1	4
N#C/C(=N\Nc1cccc(Cl)c1)C(=O)c1ccccc1	-11	69*	3	6	1	27	-39	15
CCOc1ccc2nc(N/C(N)=N/C(=S)Nc3cccc(OC)c3)nc(C)c2c1	1	-3	-4	5	27	4	10	-2

Following part
Molecule	UBC13 polyUb	SENP8 inh	Apaf-1 inh	HKDC1 inhibitor	Jurkat NFkB inh	Gli-Sufu block	697 NFkB inh	SENP7 block
COc1ccc(OC)c(-c2nc3ccccc3nc2-c2ccccc2)c1	16	2	-1	-1	9	10	9	-5
C=CCC[C@H](Cc1ccc(F)cc1)C(=O)OC[C@@H](C)NC(=O)[C@H](CC=C)CC(=O)N(CCO)Cc1ccccc1	22	7	18	0	5	-2	5	-7
Cc1cccc(Sc2c([N+](=O)[O-])ncn2C)c1	6	-1	-2	6	2	-8	27	-1
COc1ccc(Cn2c(N)c(C#N)c3nc4ccccc4nc32)cc1	-19	-4	50*	13	0	-30	8	-3
CC(Oc1ccccc1)C(=O)N=Nc1c(O)[nH]c2ccc([N+](=O)[O-])cc12 (configuration not stated)	-18	-2	18	-5	-9	4	13	1
COc1nc(C)nc2c1sc1nc3c(cc12)COC(C)(C)C3	-14	-10	-3	6	-123	-57	-144	-4
CCOc1ccc(-n2c(=S)sc3c(=O)n(-c4ccccc4)c(SCC(=O)O)nc32)cc1	4	7	4	-1	10	-6	3	-6
CC1CCCCC1NC(=S)NC(=O)c1cccs1 (configuration not stated)	7	6	-11	2	-12	-11	-28	5
COc1ccc(-c2c(C)[nH]n3c(=O)c(Cc4ccccc4)c(C)nc23)cc1OC	2	-8	14	4	-2	-10	7	-10
COc1ccccc1/C=C/C(=O)NCC(=O)n1nc(C)cc1C	0	-9	-8	-5	3	4	-6	3
COc1ccc(N(CC(=O)N2CCN(Cc3ccccc3)CC2)S(C)(=O)=O)cc1Cl	-6	-9	2	-10	-16	-8	-50	7
O=c1c(Cc2c(F)cccc2Cl)c(O)ccn1CCCN1CCOCC1	2	3	-15	-6	4	-9	18	6

Further structures.
Molecule	UBC13 polyUb	SENP8 inh	Apaf-1 inh	HKDC1 inhibitor	Jurkat NFkB inh	Gli-Sufu block	697 NFkB inh	SENP7 block
C=C(C)COc1ccc(-c2[nH]ncc2Oc2ccc(OC)cc2)c(O)c1	1	-9	13	-4	-8	-9	-9	-4
N#C/C(=C/c1ccc(N2CCCCC2)o1)C(=O)Nc1ccc(Cl)cc1	-304	-1	-13	-10	-105	-38	-116	-1
Cc1ccc(/C(O)=C2/C(=O)C(=O)N(c3ccccn3)C2c2ccc([N+](=O)[O-])cc2)cc1 (configuration not stated)	1	9	7	-1	4	-2	22	-1
CCCCN(C(=O)c1ccc2c(c1)OCO2)c1ccccc1	0	1	5	-8	9	-5	3	8
CCCCCOc1ccc(C2C(C(C)=O)=C(C)Nc3ncnn32)cc1OC (configuration not stated)	9	6	5	-5	-1	-12	-10	2
O=C(COC(=O)c1cccc(O)c1)Nc1ccc(S(=O)(=O)N2CCOCC2)cc1	11	7	-9	-2	15	-2	6	4
Cc1nnc(SCC(=O)c2c(N)n(C)c(=O)n(C)c2=O)[nH]c1=O	9	-5	-14	3	4	3	17	-10
CCNS(=O)(=O)c1ccc(OC)c(C)c1	-7	-8	-3	-9	3	-2	9	-13
CCOC(=O)C1=C(N)Oc2ccc3ccccc3c2C1c1cccnc1 (configuration not stated)	-24	-10	23	1	-26	9	-27	-12
CC1(C(=O)NCCN2CCOCC2)C=CCN1C(=O)c1ccccc1 (configuration not stated)	-6	-13	-4	-2	-39	-34	-42	-4
COCCCN=C1NN=C(c2cc(C)n(Cc3ccco3)c2C)CS1	4	-10	11	-2	13	-28	-130	3
COC(=O)CCC(=O)OC1(C)C(=O)C2=CN(Cc3ccco3)C(c3ccc(OC)cc3)=CC2=C(Br)C1=O (configuration not stated)	-65	4	8	.	-10	.	0	-3

Next part
Molecule	UBC13 polyUb	SENP8 inh	Apaf-1 inh	HKDC1 inhibitor	Jurkat NFkB inh	Gli-Sufu block	697 NFkB inh	SENP7 block
CC(C)c1nnc(NC(=O)CCS(=O)(=O)c2ccccc2)s1	-7	6	-1	6	13	14	8	3
Cc1nnc(SCC(=O)N2CCN(c3ccccc3)CC2)n1C1CC1	17	1	-11	-8	-3	4	9	-1
Cc1noc(NS(=O)(=O)c2ccc(NC(=O)C34CC5CC(C3)CC(n3cnc(Cl)n3)(C5)C4)cc2)c1C	0	1	2	-5	0	2	19	-3
Cc1c(CNCCCc2ccccc2)c(C(=O)O)c(C)n1Cc1ccccc1	-6	0	0	-8	17	15	5	-1
COc1ccc(-n2ccnc(SCC(=O)NC3CCCC3)c2=O)cc1	-5	-13	-1	-5	-8	29	-32	-15
O=C(Nc1ccccc1F)c1cc(-c2ccco2)nc2ccccc12	2	1	-1	-2	1	-7	-19	-10
COc1ccc(C(=O)COc2ccc(F)cc2)c(O)c1	-8	-2	-9	-3	-72	-14	7	16
CC(=O)c1ccc(NC(=O)C(C)OC(=O)c2cccc(-n3cnnn3)c2)cc1 (configuration not stated)	0	-19	3	-3	5	-1	-29	2
COC(=O)CNC(=O)CSc1ccccn1	3	-5	-3	-5	-3	4	11	1
O=S(=O)(N/N=C1\CCCc2ccccc21)c1ccccc1	13	-5	0	4	5	1	14	7
COc1ccc(/C=N/OC(=O)Nc2ccccc2)cc1[N+](=O)[O-]	-11	9	6	0	-18	-24	-29	18
O=C(COC(=O)c1c2ccccc2cc2ccccc12)Nc1ncc(C(F)(F)F)cc1Cl	7	-5	8	-10	1	-3	-6	-4

Compound profiles (already shown). Screens in order: UBC13 polyUb	SENP8 inh	Apaf-1 inh	HKDC1 inhibitor	Jurkat NFkB inh	Gli-Sufu block	697 NFkB inh	SENP7 block
CC(=O)c1ccc(NC(=O)C(C)OC(=O)c2cccc(-n3cnnn3)c2)cc1 (configuration not stated) across the screens: 0	-19	3	-3	5	-1	-29	2
O=C(COC(=O)c1c2ccccc2cc2ccccc12)Nc1ncc(C(F)(F)F)cc1Cl across the screens: 7	-5	8	-10	1	-3	-6	-4

Later entries.
Molecule	UBC13 polyUb	SENP8 inh	Apaf-1 inh	HKDC1 inhibitor	Jurkat NFkB inh	Gli-Sufu block	697 NFkB inh	SENP7 block
C=CCc1cc(OC)ccc1OCCN1CC(C)OC(C)C1 (configuration not stated)	-6	-7	4	-5	-3	.	-8	-3
CCOC(=O)C1=C(C)NC(SC)=C(C#N)C1CC(C)C (configuration not stated)	5	14	11	0	57*	-6	-66	-1
COc1ccc(Nc2nc(Cl)nc(NCc3ccco3)n2)cc1	-1	-5	11	-11	-12	-12	-32	-7
CCC(C)c1ccccc1NC(=O)COC(=O)c1ccc2[nH]c3c(c2c1)CCCC3 (configuration not stated)	8	1	-170	0	2	5	-16	4
CN(C)S(=O)(=O)c1ccc(C(=O)NCc2nnc(SCC(=O)Nc3ccc(F)cc3)n2-c2ccc(F)cc2)cc1	0	0	-3	-1	4	-3	34	0
CCNC(=S)NCc1ccc2c(c1)OCO2	10	-2	-5	-15	0	-3	4	3
O=C(CCCSc1nc2ccccc2[nH]1)NC1CCCCC1	14	-6	-7	-8	-2	-3	13	-8
O=C(N/N=C/c1ccc([N+](=O)[O-])cc1)c1cccnc1	-20	-6	0	1	-12	0	-8	-9
CN1C(=O)c2ccccc2C(C(=O)NCc2ccco2)C1c1c[nH]c2ccccc12 (configuration not stated)	3	6	-2	-4	-9	-3	6	-1
O=C(CNCc1ccccc1)Nc1ccc(Oc2ccccc2)cc1	14	-3	7	-3	27	13	-3	-30
CNC(=O)NC(=O)C(C)Oc1ccccc1F (configuration not stated)	4	-5	-13	-3	-5	4	18	-1
Cc1cccc(CS(=O)(=O)Cc2ccc(C(=O)NCc3cccs3)o2)c1	-6	1	-7	2	-12	-11	2	6

Ordered by the number under Jurkat NFkB inh (rising): 3 from the list above.
compound	UBC13 polyUb	HKDC1 inhibitor	Jurkat NFkB inh	697 NFkB inh	SENP7 block
CCOC(=O)C1=C(N)Oc2ccc3ccccc3c2C1c1cccnc1 (configuration not stated)	-24	1	-26	-27	-12
C=C(C)COc1ccc(-c2[nH]ncc2Oc2ccc(OC)cc2)c(O)c1	1	-4	-8	-9	-4
Cc1c(CNCCCc2ccccc2)c(C(=O)O)c(C)n1Cc1ccccc1	-6	-8	17	5	-1

New compounds follow
Molecule	UBC13 polyUb	SENP8 inh	Apaf-1 inh	HKDC1 inhibitor	Jurkat NFkB inh	Gli-Sufu block	697 NFkB inh	SENP7 block
c1coc(-c2ccnc(-c3ccncc3)n2)c1	-8	-2	-8	-7	-7	-24	2	12
CC(=O)Nc1ccc(S(=O)(=O)NC2CCSc3ccccc32)cc1 (configuration not stated)	4	6	5	-1	15	5	-5	7
Cc1cc(NC(=O)CSc2nc3cc(Cl)ccc3c(=O)n2CC(C)C)no1	4	2	-3	.	-36	.	15	5
O=C(NC(=S)NCc1ccc(Cl)cc1)c1ccco1	-8	-14	7	0	-5	-5	5	-9
O=C(Nc1ccc(O)cc1)c1ccc(NC(=O)c2ccco2)cc1	0	-14	5	2	-30	35	-27	-10
Cc1ccc(C)c2nc(SCC(=O)NCc3cccs3)c(C#N)cc12	26	-3	-25	-12	-4	-2	0	2
Cc1ccc(NC(=O)COc2ccccc2[N+](=O)[O-])nc1	1	50	12	1	-91	-77	-132	70*
